High-throughput results from PubChem.
Wee1 stabilizer – inhibitors of human Wee1 degradation. HeLa Luc-Wee1K328M stability, luciferase luminescence; 100% = proteasome inhibitor MG132 effect. AID 1321. P30291. reporter increase, % at 5 µM. hit rate 1.2% among 220,000;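 active = activation above the mean of all tested compounds plus 3 SD, set per screening run, cut at about 8.8% in these data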;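 note: cells exposed to compound for 20 h before luminescence read; 0% = DMSO alone and 100% = MG132 at 30 µM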
KCC2 mod – modulates chloride dependent transport by human KCC2; Q9H2X9; KCC2 cells, thallium flux FluoZin-2 fluorescence; B-score of Tl+ flux slope (higher = more flux/activation; lower = inhibition) at 10 µM; hit rate 2.2% among 190,000;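 active = thallium flux slope and its plate-corrected score both differing from the plate sample mean at a set confidence after two filtering rounds, in either direction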;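 note: slope of fluorescence scaled to starting intensity during 10 to 20 s after thallium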
Furin inh – human furin inhibition; hit rate 0.061% among 220,000; P09958; AID 463115; inhibition, % at 30 µM; purified furin, fluorogenic substrate cleavage; in the data active = inhibition above about 25%; note: inactives centre near -15
PERK inh – blocks human PERK kinase; hit rate 0.17% among 220,000; AID 1416; inhibition, % at 5.6 µM; CHO PERK-DD fusion, SEAP luminescence translation reporter;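 active = inhibition above the mean inhibition of all tested compounds plus 3 SD, set separately per screening campaign, cut at about 2.9% in these data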;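 note: PERK kinase domain activated by AP20187 dimerizer at 100 nM; 0% = DMSO with dimerizer and 100% = rapamycin at 8.4 µM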
p97 inhibitor – blocks human p97 ATPase activity. P55072. recombinant p97 ATPase, Kinase-Glo ATP luminescence, 3 h. inhibition, % at 8 µM. hit rate 0.42% among 220,000; in the data active = inhibition above about 15%;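 note: 0% = DMSO vehicle and 100% = wells lacking enzyme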
hK5 inh – blocks human kallikrein 5 protease activity; recombinant hK5, fluorogenic AMC substrate cleavage; Q9Y337; hit rate 0.59% among 210,000; inhibition, % at 5 µM;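 active = inhibition of 40% or more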;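 note: 0% = enzyme controls without compound and 100% = no-enzyme blanks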
Target sequence (Q9Y337 67-293 limits assumed): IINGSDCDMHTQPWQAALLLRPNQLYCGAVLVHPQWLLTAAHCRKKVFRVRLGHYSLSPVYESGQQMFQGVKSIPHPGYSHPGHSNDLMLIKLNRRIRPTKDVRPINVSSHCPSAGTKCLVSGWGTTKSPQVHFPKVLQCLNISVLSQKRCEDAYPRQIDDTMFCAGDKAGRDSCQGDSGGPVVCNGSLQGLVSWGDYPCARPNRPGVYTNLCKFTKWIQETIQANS
Thrombin inh – thrombin (human) inhibition; P00734; inhibition, % at 5 µM; alpha-thrombin, Boc-VPR-AMC fluorogenic substrate cleavage; hit rate 0.26% among 220,000;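 active = inhibition at or above 40%; inactive = inhibition below 40%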;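 note: 0% = enzyme with no compound and 100% = wells without enzyme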
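System: Human alpha-thrombin protein | Medium: pH 7.5 Tris (50 mM) with NaCl 150 mM, Tween 20 0.05% | Times: Enzyme reaction carried out at room temperature | Detection: AMC fluorescence, 355/460 nm | Evaluation: Percent inhibition scaled between no-compound controls and no-enzyme blanks | Benchmarks: Enzyme without compound as high, wells lacking enzyme as low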
FXIIa inh 1536 – factor XIIa (human) inhibition; P00748; purified FXIIa, Boc-QGR-AMC fluorogenic substrate, 2 h; inhibition, % at 5 µM; hit rate 0.3% among 220,000; in the data active = inhibition above about 40%;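 note: 0% = enzyme with no compound and 100% = blank without enzyme; many of its hits are not listed in these tables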
Target sequence (P00748 20-372 limits assumed): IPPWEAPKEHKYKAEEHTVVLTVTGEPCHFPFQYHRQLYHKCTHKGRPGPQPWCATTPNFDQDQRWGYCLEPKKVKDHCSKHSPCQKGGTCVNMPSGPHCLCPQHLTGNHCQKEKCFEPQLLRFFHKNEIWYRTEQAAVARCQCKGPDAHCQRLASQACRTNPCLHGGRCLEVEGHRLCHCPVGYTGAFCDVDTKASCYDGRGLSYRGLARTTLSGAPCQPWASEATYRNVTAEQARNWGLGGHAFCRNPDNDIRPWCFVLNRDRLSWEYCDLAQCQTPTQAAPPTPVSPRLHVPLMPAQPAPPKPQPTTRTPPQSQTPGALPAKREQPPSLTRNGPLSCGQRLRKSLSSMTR
Target sequence (P00748 373-615 limits assumed): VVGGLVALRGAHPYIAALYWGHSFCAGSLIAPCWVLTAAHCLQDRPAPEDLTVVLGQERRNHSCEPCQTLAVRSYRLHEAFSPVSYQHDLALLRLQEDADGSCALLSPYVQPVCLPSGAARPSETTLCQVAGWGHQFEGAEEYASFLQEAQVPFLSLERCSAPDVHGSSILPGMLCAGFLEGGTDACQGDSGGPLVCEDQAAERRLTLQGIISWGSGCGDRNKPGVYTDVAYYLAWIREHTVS
FXIa inh – factor XIa (human) inhibition; P03951; purified FXIa, Boc-Glu-Ala-Arg-AMC fluorogenic substrate; inhibition, % at 5 µM; hit rate 0.14% among 220,000;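 active = inhibition of at least 40%; inactive = inhibition below 40%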;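 note: fluorescence of freed AMC excited at 355 nm; 0% = enzyme without compound and 100% = no enzyme blank; many of its hits are not listed in these tables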
* hit, by the source's call; · = not tested or not shown; [ ] = remark or other dose.

no.	Compound	Wee1 stabilizer	KCC2 mod	Furin inh	PERK inh	p97 inhibitor	hK5 inh	Thrombin inh	FXIIa inh 1536	FXIa inh
1	O=C(Nc1ccc(F)cc1)c1ccc2nc[nH]c2c1	4	0.062	-35	-0.1	3	4	28	10	-1
2	OCC1(Cc2ccccc2C(F)(F)F)CCN(Cc2ccncc2)CC1	5	0.78	-12	-2.0	-3	-2	1	5	-2
3	Cc1ccc(S(=O)(=O)Nc2ccccc2F)cc1C(=O)NCCCN1CCCC1=O	1	·	-29	1.3	3	0	-2	-2	1
4	CCCC[C@@H]1CNC(=O)C(=O)N1CCc1cc(C(F)(F)F)cc(C(F)(F)F)c1	·	0.26	-30	·	·	1	-3	8	0
5	Cc1c(NC(=O)C(C)OC(=O)CC2CC3CCC2C3)c(=O)n(-c2ccccc2)n1C (centres undefined)	-2	0.46	-20	0.2	2	-2	-4	7	-7
6	O=C(CCC(NC(=O)OCc1ccccc1)C(=O)OCC(=O)N1CCCCC1)OCC(=O)N1CCCCC1 (centres undefined)	-1	-0.4	-19[20 µM]	0.7	2	-8	1	5	-2
7	Cc1ccc2nc(/C(C#N)=C\c3ccc(Oc4ccc(C(F)(F)F)cc4[N+](=O)[O-])cc3)[nH]c2c1	2	0.26	3	0.3	8	4	-8	7	3
8	Cc1ccc(CN2CCC(c3nc4ccc(Cl)cc4[nH]3)CC2)cc1	1	·	-17	-0.3	4	10	-5	-7	-9
9	O=C(NCCc1c[nH]c2ccccc12)/C(=C\c1cccnc1)NC(=O)c1ccco1	6	0.33	-4	0.9	5	6	-10	7	6
10	CCC1C(=O)N=C(SCC(=O)Nc2ccccc2)NC1=O (centres undefined)	-2	-0.13	-18[20 µM]	1.2	-4	-11	-7	-1	-6
11	COc1ccc(CNC(=O)c2c([S-])n(-c3ccc(C)cc3)c3cccc[n+]23)cc1	-1	0.005	-12	1.3	3	-2	-4	4	-3
12	O=C(Nc1nc2ccc(F)cc2s1)C1=NN(c2ccccc2)C(=O)CC1	2	0.076	-16	0.3	8	-5	-3	8	8
13	COC(=O)C1C(=O)C2=C(CC1C)NC(C)=C(C(=O)OC1CCCCC1)C2c1ccc(N(C)C)cc1 (centres undefined)	-2	-0.83	-9[20 µM]	-0.2	2	-24	5	10	8
14	CCCOc1ccc(-c2c(C(=O)N/N=C/c3ccc(C)cc3)nnn2-c2nonc2N)cc1	1	-0.0054	-14	-1.1	-3	-5	-10	1	-5
15	Cc1ccc2cc(C#N)c(SCC(=O)NCc3ccco3)nc2c1	0	0.5	-22	0.1	6	5	1	12	4
16	CCCC(=O)NC(NC(=S)Nc1ccc(S(N)(=O)=O)cc1)C(Cl)(Cl)Cl (centres undefined)	2	0.087	-20	0.1	-5	20	-3	-6	-1
17	C/C(CC(=O)Nc1cc(C)ccn1)=N\NC(=O)COc1cccc(C)c1	1	-1.9	-9[20 µM]	1.1	11	-19	4	19	8
18	COc1ccc(C(=O)Oc2c(C)occc2=O)cc1OC	4	·	-28	1.0	1	-2	-2	2	5
19	COc1ccc(C2NC(C(=O)O)Cc3c2[nH]c2ccccc32)cc1CN1CCN(c2ccc(F)cc2)CC1 (centres undefined)	1	-0.62	-13	-0.4	1	-4	-3	6	-2
20	COc1ccc(CCN2C(=O)C3CC(C)=C(C)CC3C2=O)cc1OC (centres undefined)	0	1.2	-8[20 µM]	-1.6	-6	-16	0	5	-16
21	COc1cccc(-c2nnc(-c3ccc(C)o3)o2)c1	5	-1.3	-24[20 µM]	-0.8	-7	-11	-8	7	0
22	c1ccc(-n2nnnc2Oc2ccc(-n3ccnc3)cc2)cc1	0	-0.79	-31	-0.2	4	4	-19	0	3
23	CC(C)C(c1nnnn1C1CCCC1)N1CCOCC1 (centres undefined)	-2	1.2	-20[20 µM]	0.8	0	-4	0	14	6
24	O=S(=O)(c1cccc(-c2nnc(SC(F)F)n2-c2ccccc2)c1)N1CCCCC1	-1	-2	-11	-0.5	-5	0	-10	-7	1
25	Brc1ccc(-c2c[n+]3c(n2-c2ccccc2)SCC3)cc1	0	3.2	-19	2.1	2	0	-1	6	2
26	O=C(CSc1nnc(SCc2cccc3ccccc23)s1)N/N=C/C=C/c1ccccc1[N+](=O)[O-]	-2	-1	-27	0.3	4	-9	1	12	7
27	Cc1cccc(N2CCN(C(=O)C3CCN(S(=O)(=O)c4c(C)noc4C)CC3)CC2C)c1 (centres undefined)	2	-0.47	-32	0.0	5	1	10	5	-2
28	COC(=O)c1ccccc1N1C(=O)C2C(C1=O)[C@H]1C=C[C@@H]2C1 (some centres undefined)	-1	-0.46	-16	0.0	4	-4	5	11	4
29	O=C(c1ccc(F)cc1F)N(Cc1ccccn1)Cc1ccco1	-2	0.7	-20	-0.7	1	-3	4	11	7
30	N=c1sccn1CC(=O)Nc1ccccc1Cc1ccccc1	0	0.24	-21	-0.1	-1	-20	-2	8	3
31	Cc1cc(C)c2c(=O)[nH]c(SCc3ccccc3)nc2n1	-1	-1.9	-18	0.6	2	2	-4	8	-2
32	CS(=O)(=O)N(Cc1nnc(-c2cccs2)o1)c1ccc(Cl)cc1F	-1	·	-14	0.3	-3	5	-6	4	5
33	Cc1ccccc1OCc1nc(-c2ccc(NC(=O)c3ccco3)cc2)no1	1	·	1[20 µM]	-0.6	-9	-14	3	12	8
34	COc1ccc(NC(=O)c2cccc([N+](=O)[O-])c2)cc1	0	1.2	-9	0.8	0	3	-6	10	9
35	CCOc1ccccc1NC(=O)CN(c1nccs1)S(=O)(=O)c1ccc(N)cc1	-1	-0.067	-30	-0.8	13	-21	-4	5	-6
36	Cc1ccc(-n2nc3c(c2NC(=O)c2ccc4c(c2)OCO4)CSC3)cc1	-1	-0.32	-25[20 µM]	0.4	4	18	-2	14	7
37	O=C(CSc1nnc(SCc2ccc(F)cc2)s1)Nc1ccc(C(=O)O)cc1	-2	-2.1	-13	-0.2	3	1	-4	6	-3
38	COC(=O)c1c(NC(=O)CN2C(=O)NC3(CCC(C(C)(C)C)CC3)C2=O)sc2c1CCCCC2 (centres undefined)	-1	-0.41	-14	0.7	3	-4	3	2	1
39	COc1cccc(CNc2ccc(S(N)(=O)=O)cc2)c1OC	-2	0.6	-22[20 µM]	0.8	3	31	18	107*	6
40	COc1ccc(C=Nc2ccc3[nH]ncc3c2)c(O)c1	-4	-1.1	-8	1.7	2	-4	-1	4	-1
41	O=C(Nc1ccon1)c1ccc(Cl)s1	-2	5.6	0[20 µM]	0.2	10	-23	-4	12	2
42	CN(C)Cc1nc2c(c(=O)[nH]1)C(C)(C)Cc1ccccc1-2	-2	-0.002	-1[20 µM]	-1.2	-2	-6	0	6	-5
43	O=C(/C=C/c1ccccc1)Oc1coc(CSc2ncccn2)cc1=O	-1	-1.3	-11	0.2	0	-9	0	-5	-4
44	CC(=O)c1cccc(S(=O)(=O)N2CCC(C(=O)O)CC2)c1	-1	0.85	-22	0.3	-2	-10	4	2	-8
45	Nc1nc(-c2cccc(F)c2)cs1	1	0.41	-29	-0.4	3	-5	12	8	-2
46	O=C1CC(c2cccs2)c2ccc3ccccc3c2N1 (centres undefined)	1	0.34	-20	0.2	2	-6	-3	4	-9
47	CNC(=O)c1cc2cc(Cc3ccccc3Cl)ccc2oc1=O	-1	-0.17	-26	2.0	1	-22	1	-7	-5
48	Cc1ccc(S(=O)(=O)C2CS(=O)(=O)CC2O)cc1 (centres undefined)	-3	·	-20[20 µM]	0.0	4	-4	-4	-3	5
49	CCOCc1nnc(NC(=O)CSc2ccc(C)cc2)s1	-1	0.068	-27[20 µM]	0.6	-3	-10	0	11	5
50	O=C(CN1CCCCC1)Nc1cccc(-n2cnnn2)c1	0	1.2	5[20 µM]	1.7	8	2	-2	14	11

An excerpt of the results above, as a working copy:
no.	Compound	Wee1 stabilizer	KCC2 mod	Furin inh	PERK inh	p97 inhibitor	hK5 inh	Thrombin inh	FXIIa inh 1536	FXIa inh
1	O=C(Nc1ccc(F)cc1)c1ccc2nc[nH]c2c1	4	0.062	-35	-0.1	3	4	28	10	-1
2	OCC1(Cc2ccccc2C(F)(F)F)CCN(Cc2ccncc2)CC1	5	0.78	-12	-2.0	-3	-2	1	5	-2
3	Cc1ccc(S(=O)(=O)Nc2ccccc2F)cc1C(=O)NCCCN1CCCC1=O	1	·	-29	1.3	3	0	-2	-2	1
4	CCCC[C@@H]1CNC(=O)C(=O)N1CCc1cc(C(F)(F)F)cc(C(F)(F)F)c1	·	0.26	-30	·	·	1	-3	8	0
5	Cc1c(NC(=O)C(C)OC(=O)CC2CC3CCC2C3)c(=O)n(-c2ccccc2)n1C (centres undefined)	-2	0.46	-20	0.2	2	-2	-4	7	-7
6	O=C(CCC(NC(=O)OCc1ccccc1)C(=O)OCC(=O)N1CCCCC1)OCC(=O)N1CCCCC1 (centres undefined)	-1	-0.4	-19[20 µM]	0.7	2	-8	1	5	-2
7	Cc1ccc2nc(/C(C#N)=C\c3ccc(Oc4ccc(C(F)(F)F)cc4[N+](=O)[O-])cc3)[nH]c2c1	2	0.26	3	0.3	8	4	-8	7	3
8	Cc1ccc(CN2CCC(c3nc4ccc(Cl)cc4[nH]3)CC2)cc1	1	·	-17	-0.3	4	10	-5	-7	-9
9	O=C(NCCc1c[nH]c2ccccc12)/C(=C\c1cccnc1)NC(=O)c1ccco1	6	0.33	-4	0.9	5	6	-10	7	6
10	CCC1C(=O)N=C(SCC(=O)Nc2ccccc2)NC1=O (centres undefined)	-2	-0.13	-18[20 µM]	1.2	-4	-11	-7	-1	-6
11	COc1ccc(CNC(=O)c2c([S-])n(-c3ccc(C)cc3)c3cccc[n+]23)cc1	-1	0.005	-12	1.3	3	-2	-4	4	-3
12	O=C(Nc1nc2ccc(F)cc2s1)C1=NN(c2ccccc2)C(=O)CC1	2	0.076	-16	0.3	8	-5	-3	8	8

Later entries
no.	Compound	Wee1 stabilizer	KCC2 mod	Furin inh	PERK inh	p97 inhibitor	hK5 inh	Thrombin inh	FXIIa inh 1536	FXIa inh
51	COc1ccc(-c2cc([C@H]3[C@@H]4C=CCC[C@@]4(C)C(=O)N3Cc3ccccc3)ccc2F)cc1	·	-1.5	4	·	·	42*	11	14	20
52	CCOC(=O)C(NC(=O)NC1CCCCC1)(c1ccccc1)C(F)(F)F (centres undefined)	-1	·	-4[20 µM]	1.4	-7	-26	-3	25	13
53	CCCCCc1nnc(NC(=O)C(=O)OCC)s1	0	-1.2	-7[20 µM]	0.1	-5	-19	5	7	-1
54	CCCCCc1c(O)nc(SCCN(CC)CC)[nH]c1=O	-3	-0.24	14	0.1	4	-2	·	7	3
55	O=c1[nH]cnc(O)c1C(c1cccc([N+](=O)[O-])c1)c1c(O)nc[nH]c1=O	1	0.79	-8	2.0	3	-4	2	13	0
56	CC1(C)Oc2ccc3ccc(=O)oc3c2/C(=C/Nc2ccc(O)cc2)C1=O	3	0.43	-23	0.2	3	5	4	11	3

Three compounds from above, sorted by length of the SMILES, low to high.
no.	Compound	Wee1 stabilizer	KCC2 mod	Furin inh	PERK inh	p97 inhibitor	hK5 inh	Thrombin inh	FXIIa inh 1536	FXIa inh
54	CCCCCc1c(O)nc(SCCN(CC)CC)[nH]c1=O	-3	-0.24	14	0.1	4	-2	·	7	3
52	CCOC(=O)C(NC(=O)NC1CCCCC1)(c1ccccc1)C(F)(F)F (centres undefined)	-1	·	-4[20 µM]	1.4	-7	-26	-3	25	13
51	COc1ccc(-c2cc([C@H]3[C@@H]4C=CCC[C@@]4(C)C(=O)N3Cc3ccccc3)ccc2F)cc1	·	-1.5	4	·	·	42*	11	14	20
